Bioassay records deposited in PubChem by National Center for Advancing Translational Sciences (NCATS).
RGS4 inh – inhibitors of human regulator of G protein signaling 4. P49798. Transcreener GDP fluorescence polarization, RGS4-accelerated GTP hydrolysis. Potency, µM (highest dose often 114 µM), for inactives: top-dose activity change, negative = inhibition, most hits filed as inhibitors. 390,000 compounds, 0.039% hits; note: % is set by controls: 0 for no effect and ±100 for the full control effect; nearly all actives have a fitted effect of over 75% in size; some results filed as inactive show a strong effect at the top dose
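MLSMR compounds (23 nl, pin-transferred) preincubated 10 min at room temperature with a 500nM (2x) first reagent, then RGS4 at 900nM (2x) plus Transcreener GDP mix added; fluorescence polarization (620/688 nm) read before and after 90 min at 30 °C.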
ERG Ets-DNA blk – blocks human ERG Ets domain binding to DNA; fluorescence polarization, His-ERG Ets domain / labelled DNA; 370,000 compounds, 0.028% hits; AID 624246; Potency, µM (series often up to 76.9 µM), for inactives: at the top dose FP activity, negative = inhibition, hits mostly inhibitors; active = well fitted inhibition curve with a large enough effect in the polarisation, with a control signal flat; inconclusive = small, poorly fitted or top-dose-only effect, or effect the other way, or a change in a side signal; inactive = no such curve, though single readings can be large or run the other way; the % refers to the polarisation;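 note: polarization taken with two DNA probes labelled with fluorescein and Texas red; % of control where 0% means no effect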
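His-tagged ERG Ets domain (1 uM in the protein solution; 300mM KCl, 50mM Tris-HCl, 1mM EDTA, 1mM DTT, pH 7.5) received compound, then a probe mix of 5 nM fluorescein-DNA and 100nM Texas-615-DNA. Fluorescence polarization was read for both dyes.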
Tb PGK inh – blocks T. brucei phosphoglycerate kinase | P07378 | PGK/GAPDH coupled, Kinase-Glo luminescence, 60 min | Potency, µM (top dose mostly 57.5 µM), for inactives: top-dose activity change, negative = inhibition, actives largely listed as inhibitors | 380,000 compounds, 0.043% hits | AID 602233; note: % is set by controls: 0 for no effect and ±100 for the full control effect; nearly all actives have a fitted effect of over 60% in size
Target sequence (P07378 whole entry, looked up): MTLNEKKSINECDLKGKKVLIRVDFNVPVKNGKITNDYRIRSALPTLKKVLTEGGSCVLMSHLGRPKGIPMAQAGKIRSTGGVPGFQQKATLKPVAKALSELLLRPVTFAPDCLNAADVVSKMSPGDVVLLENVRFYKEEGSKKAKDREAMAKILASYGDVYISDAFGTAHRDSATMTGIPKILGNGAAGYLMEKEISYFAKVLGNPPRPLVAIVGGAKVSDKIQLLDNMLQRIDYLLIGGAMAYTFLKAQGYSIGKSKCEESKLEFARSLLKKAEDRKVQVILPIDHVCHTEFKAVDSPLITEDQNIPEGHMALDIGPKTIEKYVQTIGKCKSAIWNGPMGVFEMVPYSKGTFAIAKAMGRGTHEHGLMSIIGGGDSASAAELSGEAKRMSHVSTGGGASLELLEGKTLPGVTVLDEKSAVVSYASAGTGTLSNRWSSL
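Luminescent ATP detection (Kinase-Glo Plus) follows a 60-minute room-temperature incubation, with wells lacking PGK as controls. Buffer: 100 mM TEA (pH 7.6), 5 mM MgCl2, 0.01% Tween-20. Coupling enzyme GAPDH (100 nM final) supplies unstable 1,3-BPG in-well.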
12-LOX inh – blocks human arachidonate 12S-lipoxygenase. P18054. purified 12hLO, xylenol orange hydroperoxide absorbance. Potency, µM (top dose mostly 108 µM), for inactives: top-dose activity change, negative = inhibition, hits mostly inhibitors. 580,000 compounds, 1.1% hits; note: % is set by controls: 0 for no effect and ±100 for the full control effect
Target sequence (P18054 whole entry, looked up): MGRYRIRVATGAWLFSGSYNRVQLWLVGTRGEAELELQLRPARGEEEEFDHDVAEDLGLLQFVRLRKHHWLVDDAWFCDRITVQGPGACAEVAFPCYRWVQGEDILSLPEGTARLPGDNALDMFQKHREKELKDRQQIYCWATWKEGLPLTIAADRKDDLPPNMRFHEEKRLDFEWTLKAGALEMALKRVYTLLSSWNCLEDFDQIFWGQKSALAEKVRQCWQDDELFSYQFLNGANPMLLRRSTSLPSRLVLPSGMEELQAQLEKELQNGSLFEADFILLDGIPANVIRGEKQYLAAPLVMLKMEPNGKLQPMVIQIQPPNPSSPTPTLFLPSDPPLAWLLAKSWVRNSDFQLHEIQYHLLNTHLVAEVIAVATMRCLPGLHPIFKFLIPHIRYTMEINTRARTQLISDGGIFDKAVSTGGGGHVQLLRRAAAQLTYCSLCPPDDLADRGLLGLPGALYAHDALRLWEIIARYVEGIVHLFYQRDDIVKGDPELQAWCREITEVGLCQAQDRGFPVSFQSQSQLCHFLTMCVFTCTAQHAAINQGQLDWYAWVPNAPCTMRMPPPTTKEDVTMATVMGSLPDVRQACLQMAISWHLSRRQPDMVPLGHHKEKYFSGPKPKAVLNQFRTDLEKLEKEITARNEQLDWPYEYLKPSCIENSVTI
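Purified human 12hLO at 150 nM in 25 mM Hepes, 0.01% Triton X-100, pH 7.0, preincubated 15 min at room temperature with compound. Reaction started with 40 uM arachidonic acid, 30 min at room temperature. Hydroperoxide measured by Fe-xylenol orange, 573/405 nm absorbance ratio.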
JMJD2A Tudor inh – blocks the human JMJD2A Tudor domain. Potency, µM (doses to about 114 µM), without a hit: at the highest dose activity change, negative = inhibition, most hits filed as inhibitors. 390,000 compounds, 4.4% hits. O75164. AlphaScreen JMJD2A-Tudor / H3K4me3 peptide binding; note: % is set by controls: 0 for no effect and ±100 for the full control effect; nearly all actives have a fitted effect of over 50% in size
Pin1 inh – inhibitors of human Pin1. AID 504891. 390,000 compounds, 0.009% hits. Pin1 FP peptide displacement, HiFluor488, 10 min. Potency, µM (titrated, usually from 115 µM), without a hit: at the highest dose activity, negative = inhibition, most hits filed as inhibitors; active = well fitted inhibition curve with a large enough effect in the polarisation, with a control signal flat, not every such curve was filed as active; inconclusive = small, poorly fitted or top-dose-only effect, or effect the other way, or a change in a side signal; inactive = no such curve, though single readings can be large or run the other way; the % refers to the polarisation; note: % is set by controls: 0 for no effect and ±100 for the full control effect
rTrxR1 inhibitor – blocks rat thioredoxin reductase 1; O89049; recombinant rTrxR1, NADPH fluorescence consumption, selenite substrate; Potency, µM (doses to about 114 µM), inactives show top-dose activity change, negative = inhibition, hits mostly inhibitors; 390,000 compounds, 1% hits; note: % is set by controls: 0 for no effect and ±100 for the full control effect; nearly all actives have a fitted effect of over 65% in size
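Rat TrxR1 (90 nM in the dispensed reagent) was pre-reduced with 400 uM NADPH for 5 min at room temperature, then incubated with compound for 15 min. After 400 uM selenite was added, NADPH fluorescence (Ex 340/Em 450 nm) was followed for 8 min.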
GLS inhibitor – inhibitors of human glutaminase (GLS); O94925; GLS enzymatic activity, qHTS titration; Potency, µM (series often up to 45.5 µM), for the others: at the highest dose activity change, negative = inhibition, usual class: inhibitors; 410,000 compounds, 0.21% hits; AID 624170; note: % is set by controls: 0 for no effect and ±100 for the full control effect
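Enzyme dispensed in phosphate buffer (45 mM, pH 8.2, 0.02% Tween-20), compounds pinned in, then 1 mM L-glutamine solution and the glutamate oxidase–HRP–Amplex Red mix added; fluorescence read immediately and again after 30 min at room temperature.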
HP1b chromo inh – HP1-beta chromodomain-methylated histone interaction inhibition; 390,000 compounds, 0.56% hits; Potency, µM (series often up to 114 µM), inactives show at the highest dose activity change, negative = inhibition, actives largely listed as inhibitors; P83916; AlphaScreen HP1-beta / biotin-H3K9me3 peptide binding; note: nearly all actives have a fitted effect of over 70% in size; inactives centre near 23
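HP1-beta protein (50 nM final) preincubated 30 min at room temperature with biotinylated H3(1-18)K9me3 peptide (50 nM) in PBS pH 7.4, 0.01% Tween-20, then compound added for 30 min. AlphaScreen streptavidin donor/nickel chelate acceptor beads (10 ug/mL final), 30 min dark, luminescence read.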
The depositor's hits bear a star; i = inactive; ? = inconclusive; . = no result given; & = joins results of further samples; [ ] = another dose, or the depositor's remark. Unless noted, calls come from the whole dose curve; as a rule, active = well fitted curve in the direction sought with a large enough effect; inconclusive = small, poorly fitted or top-dose-only effect, or another doubt; inactive = no such curve, though single readings can be large; an effect the other way counts as inactive or inconclusive. Potency is the fitted concentration of half-maximal effect.

1. O=C(Cc1cccc2ccccc12)Nc1ccccc1C(=O)O
2. CCc1ccc(NC(=O)CCCN2C(=S)NC(C)(C)CC2C)cc1 (centres undefined)
3. CCn1c(SCc2nc3ccccc3nc2C)nnc1-c1cccs1
4. CCCn1c(CCNC(=O)c2cccs2)nc2ccccc21
5. COc1ccc2ncc3c(-c4ccc(C)c(C)c4)nn(CC(=O)Nc4ccccc4)c3c2c1
6. CC(C)=CC(=O)N1CC[C@@H](N2CCN(c3ccccc3F)CC2)[C@H](O)C1
7. COCCn1c(SCc2ccc(C(=O)OC)o2)nc2ccccc2c1=O
8. Cc1ccc(-c2csc(=Nc3ccccc3)n2Cc2ccc3c(c2)OCO3)cc1

Assay by compound | 1 | 2 | 3 | 4 | 5 | 6 | 7 | 8
Pin1 inh | 3% | -13% | 6% | ? | 2% | 0% | 4% | 4%
12-LOX inh | 0% | ? | -12% | 8% | -22% | 1% | 2% | ?
JMJD2A Tudor inh | -14% | -28% | 3% | -1% | -23% | -2% | -6% | 56µM*
HP1b chromo inh | 13% | 9% | 44%[activator] | 33% | 34% | 17% | 16% | ?
ERG Ets-DNA blk | -5% | 0% | 3% | 4% | 6% | 4% | . | 4%
rTrxR1 inhibitor | 12% | -1%[57.1 µM] | -5% | 9%[57.1 µM] | 26%[57.1 µM] | 11%[57.1 µM] | 12% | 14%
RGS4 inh | 19% | -2% | 8% | -36% | -32% | -27% | 5% | -14%
GLS inhibitor | 24% | -3% | 6% | -6% | -4% | 5% | 1% | 1%
Tb PGK inh | 1% | i | 5% | -3% | 7% | -8% | -1% | i

9. CC(C(=O)NC1CCCC1)N1CCN(S(=O)(=O)c2ccc(C(C)(C)C)cc2)CC1 (centres undefined)
10. Cc1ccc(C)c(N2N=C(C(=O)Nc3cccnc3)CCC2=O)c1
11. O=C(C[n+]1ccccc1)N/N=C/c1ccccc1F
12. CC(=O)c1cccc(NC(=S)NC(=O)c2ccccc2Cl)c1
13. CC(C)c1ccc(NS(=O)(=O)c2ccc3[nH]cc(C(=O)N4CCC(C(N)=O)CC4)c(=O)c3c2)cc1
14. COc1ccc(CCC(=O)Nc2cnc3ccccc3c2)cc1
15. COc1ccccc1C(=O)Nc1cc(C)c(OCC(=O)N2CCOCC2)c(C)c1
16. O=S(=O)(NCCc1csc2nc(-c3ccccc3)nn12)c1ccc(Cl)s1

Assay by compound | 9 | 10 | 11 | 12 | 13 | 14 | 15 | 16
Pin1 inh | 4% | 5% | ? | 4% | -2% | -2% | -3% | -6%
12-LOX inh | -7% | -22% | -15% | -21% | -13% | 13µM* | 307%[activator] | 0%
JMJD2A Tudor inh | -7% | -6% | ? | -17% | -26% | -13% | 2% | -7%
HP1b chromo inh | 33%[activator] | 25% | -13% | 23% | -2% | 31% | 31% | 20%
ERG Ets-DNA blk | 6% | -8% | ? | -4% | -10% | 1% | -13% | -2%
rTrxR1 inhibitor | 5% | 19% | 20%[57.1 µM] | -22% | -18% | 23% | -14% | 19%[57.1 µM]
RGS4 inh | 11% | 10% | ? | 1% | 5% | -6% | 1% | 24%
GLS inhibitor | 2% | 6% | -5% | 6% | 2% | -6% | -2% | 3%
Tb PGK inh | -14% | 1% | -8% | -10% | -16% | 2% | -2% | 4%

Arranged by count of non-hydrogen atoms (smallest number first): some entries from above.
11. O=C(C[n+]1ccccc1)N/N=C/c1ccccc1F
10. Cc1ccc(C)c(N2N=C(C(=O)Nc3cccnc3)CCC2=O)c1
16. O=S(=O)(NCCc1csc2nc(-c3ccccc3)nn12)c1ccc(Cl)s1
15. COc1ccccc1C(=O)Nc1cc(C)c(OCC(=O)N2CCOCC2)c(C)c1

Assay by compound | 11 | 10 | 16 | 15
Pin1 inh | ? | 5% | -6% | -3%
12-LOX inh | -15% | -22% | 0% | 307%[activator]
JMJD2A Tudor inh | ? | -6% | -7% | 2%
HP1b chromo inh | -13% | 25% | 20% | 31%
ERG Ets-DNA blk | ? | -8% | -2% | -13%
rTrxR1 inhibitor | 20%[57.1 µM] | 19% | 19%[57.1 µM] | -14%
RGS4 inh | ? | 10% | 24% | 1%
GLS inhibitor | -5% | 6% | 3% | -2%
Tb PGK inh | -8% | 1% | 4% | -2%

(more compounds)
17. Cc1cccc(N(Cc2cc3ccccc3[nH]c2=O)S(=O)(=O)c2ccccc2)c1
18. CCOc1ccc(Nc2nc(N3CCCCC3)nc(N3CCCCC3)n2)cc1
19. Cc1ccc(C(=O)C2CCN(S(=O)(=O)c3ccc(C(=O)O)cc3)CC2)cc1
20. O=C1c2ccccc2NC(c2ccccc2)N1Cc1ccco1 (centres undefined)
21. O=C(Nc1ccc(Cl)c(Cl)c1)N1CCOCC1
22. CC1=C/C(=N\OS(=O)(=O)c2ccccc2)C(C(C)C)=CC1=O
23. COc1ccc(N(CC(=O)N2c3ccccc3CC2C)S(=O)(=O)c2c(C)noc2C)cc1 (centres undefined)
24. O=C1C(=O)N2C(=C1C(=O)N1CCCCCC1)c1ccccc1CC21CCCC1

Assay by compound | 17 | 18 | 19 | 20 | 21 | 22 | 23 | 24
Pin1 inh | 2% | -4% | -8% | -1%&4% | -2% | -4% | 9% | -13%
12-LOX inh | 13% | -17% | -4% | ? | 0% | . | -6% | ?
JMJD2A Tudor inh | -10% | -11% | 1% | -29%&-29% | -17% | ? | 4% | -7%
HP1b chromo inh | 8% | 11% | 23% | -3% | 5% | ? | 35% | 1%
ERG Ets-DNA blk | -12% | . | -15% | -22% | -6% | -10% | -3% | -7%
rTrxR1 inhibitor | -12% | 23% | 7% | ? | 6%[57.1 µM] | ? | 14% | -5%[57.1 µM]
RGS4 inh | 5% | 19% | 13% | -13% | -1% | ? | -28% | 4%
GLS inhibitor | 10% | -3% | -1% | 23% | -1% | -11% | 4% | -1%
Tb PGK inh | -4% | -8%[11.5 µM] | i | -9% | -19% | i | -2% | -4%

25. Cc1cc(C)cc(N2C(=O)CN(Cc3ccccc3)C2=S)c1
26. O=C(CN1CCCCCC1)N/N=C/c1cccc(Cl)c1Cl
27. CCOC(=O)COc1ccc(Cl)cc1C1NC(=O)NC(C)=C1C(C)=O (centres undefined)
28. COc1ccc(OC)c(S(=O)(=O)N2CCC(C(=O)NCCc3ccccc3)CC2)c1
29. FC(F)(F)c1cccc(OCc2noc(-c3ccsc3)n2)c1
30. CN(C)c1cccc(C(=O)NNC(=O)/C=C/c2cccs2)c1
31. Cc1cc(C)c(/C=C2\C(=O)Nc3ccccc32)[nH]1
32. CC12CCC(C/C1=N\OC(=O)c1c(F)cccc1F)C2(C)C (centres undefined)

Assay by compound | 25 | 26 | 27 | 28 | 29 | 30 | 31 | 32
Pin1 inh | -3% | -5% | -1% | -6% | -1% | -6% | ? | 0%
12-LOX inh | -7% | ? | 7% | 6% | 4% | 3% | -3% | ?
JMJD2A Tudor inh | 3% | 10µM* | 0% | -16% | 196%[activator] | ? | ? | 5%
HP1b chromo inh | 34% | ? | 36% | 24% | 219%[activator] | 38% | -8% | 49%[activator]
ERG Ets-DNA blk | -6% | -12% | -1% | . | -8% | 9% | ? | -3%
rTrxR1 inhibitor | 22% | 3% | -6%[57.1 µM] | 6% | -14% | -9% | ? | 3%
RGS4 inh | ? | 9% | 3% | -22% | 11% | -6% | ? | 19%
GLS inhibitor | 14% | 14% | 3% | 0% | 7% | 26% | 2%&4% | 3%
Tb PGK inh | . | -8% | 4% | . | 8% | -3% | 7% | 5%

33. COc1ccnc(CSC(N)=Nc2ccccc2C(F)(F)F)c1
34. O=C(Cn1c(=O)sc2ccccc21)OC(CCl)CCl
35. Cc1ccc2c(c1)N(C(=O)CCC(=O)N1CCc3ccccc3C1)CCO2
36. CC(=O)NC1(C(F)(F)F)C(=O)NC(C)=C1C#N (centres undefined)
37. Cc1ccc(N2C(=O)N(CC(=O)Nc3ccc(C)c(C)c3)C(=O)C2C)cc1 (centres undefined)
38. O=C(CSc1nccc(=O)[nH]1)N1N=C2/C(=C/c3ccco3)CCCC2C1c1ccco1 (centres undefined)
39. COC(=O)c1cc(NC(=O)CN2CCN(C(C)=O)CC2)cc(C(=O)OC)c1
40. Cc1c(/C=N/n2cnnc2)c2ccccc2n1C
41. O=C(NCCN1CCCC1)C1CC(=O)N(C2CCCCC2)C1 (centres undefined)
42. Cc1ccc(-c2csc3ncnc(SCC(=O)Nc4nnc(C)s4)c23)cc1

Assay by compound | 33 | 34 | 35 | 36 | 37 | 38 | 39 | 40 | 41 | 42
Pin1 inh | -2% | -12% | 0% | -1% | -3% | -3% | 0% | ? | 7% | 35%[activator]
12-LOX inh | 9% | -25% | -29% | 0% | -28% | ? | 0% | ? | i | -5%
JMJD2A Tudor inh | -6% | 4% | -5% | -14% | -8% | 45µM* | 0%[57.1 µM] | -10% | -7% | -13%
HP1b chromo inh | 40%[activator] | 55% | 20% | 11% | 29% | ? | 34% | 29% | 36% | 13%
ERG Ets-DNA blk | -7% | 1% | -6% | 4% | -4% | 3% | -9% | -3% | 2% | -8%
rTrxR1 inhibitor | 1%[57.1 µM] | -14% | 0% | 41% | -7% | 8%[57.1 µM] | 5%[57.1 µM] | 3% | -3% | 10%[57.1 µM]
RGS4 inh | 13% | 11% | -8% | -22% | 8% | -31% | 4% | 2% | -9% | -17%
GLS inhibitor | -23% | 3% | -6% | 4% | 6% | 64%[activator] | -4% | 1% | -2% | -3%
Tb PGK inh | -8% | -3% | -4% | -10% | 2% | -17% | i | -1% | 2% | -5%

A portion of the library, so the mix of outcomes need not match the whole.
